# High-throughput results as filed in PubChem BioAssay.
# S1P4 agonist = human S1P4 receptor agonism | O95977 | S1P4-expressing cell line, agonist reporter assay | activation, % at 4.98 µM | 220,000 tested, 0.35% active | AID 1509; in the data active means activation above about 11%;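 further: 0% = DMSO vehicle and 100% = reference agonist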
# zfTRPN1 agonist = agonists of zebrafish TRPN1 channel | 220,000 tested, 0.18% active | activation, % at 3 µM | HEK293 zebrafish TRPN1-YFP, Fluo-8 calcium fluorescence; 100% = response to 87 µM carbachol;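 active means activation above its plate's cutoff, the mean activation of test wells on that plate plus 3 SD, cut at about 19% in these data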;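 further: 0% = DMSO alone and 100% = 87 µM carbachol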
#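 Material: zebrafish TRPN1-YFP in HEK293 cells; Doses: single test compound dose, 3 µM nominal, 0.3% DMSO; Timing: dye loading 1 h at 37 °C, then 30 min room temperature; Technique: intracellular calcium fluorescence with Fluo-8; Benchmarks: high carbachol 87 µM, low DMSO alone.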
# S1P4 antagonist = human S1P4 receptor antagonism | AID 1510 | S1P4-expressing cells, antagonist mode, reporter read-out | 220,000 tested, 0.26% active | O95977 | inhibition, % at 4.98 µM; in the data active means inhibition above about 29%;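 further: 0% = wells stimulated with agonist and 100% = vehicle wells without agonist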
# TRPML3 agonist = activates the human TRPML3 channel; Q8TDD5; HEK293 TRPML3-YFP, Fluo-8 calcium fluorescence; 100% = the carbachol control signal; activation, % at 3 µM; 220,000 tested, 0.29% active;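 active means activation above its plate's cutoff, the mean activation of the plate's test wells plus 3 SD, cut at about 12% in these data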;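 further: 0% = DMSO only wells and 100% = carbachol wells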
# Target sequence (Q8TDD5 whole entry, looked up): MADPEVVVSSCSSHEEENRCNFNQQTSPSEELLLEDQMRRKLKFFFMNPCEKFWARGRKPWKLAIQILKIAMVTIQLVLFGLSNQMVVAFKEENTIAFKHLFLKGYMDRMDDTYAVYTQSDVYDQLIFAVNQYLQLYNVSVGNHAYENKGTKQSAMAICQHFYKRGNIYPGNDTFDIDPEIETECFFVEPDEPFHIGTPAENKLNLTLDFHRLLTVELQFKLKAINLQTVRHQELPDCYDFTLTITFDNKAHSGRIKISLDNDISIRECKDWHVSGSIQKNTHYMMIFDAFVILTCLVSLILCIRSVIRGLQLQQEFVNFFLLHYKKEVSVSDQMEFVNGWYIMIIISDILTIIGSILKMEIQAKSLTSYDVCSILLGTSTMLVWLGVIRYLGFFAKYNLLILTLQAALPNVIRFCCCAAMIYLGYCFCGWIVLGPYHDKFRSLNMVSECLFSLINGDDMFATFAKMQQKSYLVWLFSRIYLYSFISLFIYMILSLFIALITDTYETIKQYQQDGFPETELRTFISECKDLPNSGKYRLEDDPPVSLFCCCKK
#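 Material: TRPML3-YFP stable HEK293 cells | Dosing: One concentration, 3 µM nominal, 0.3% DMSO | Timing: 125 s total fluorescence read per well | Technique: Fluo-8 calcium dye fluorescence, ex 470-495, em 515-575 nm | Measure: Percent activation from peak-to-basal fluorescence ratio, scaled between DMSO and carbachol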
# PERK inh = human PERK inhibition, primary cell-based screen; inhibition, % at 5.6 µM; AID 1416; 220,000 tested, 0.17% active; CHO PERK-DD fusion, SEAP luminescence translation reporter;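 active means inhibition above the mean inhibition of all tested compounds plus 3 SD, set separately per screening campaign, cut at about 2.9% in these data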;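 further: PERK kinase domain activated by AP20187 dimerizer at 100 nM; 0% = DMSO with dimerizer and 100% = rapamycin at 8.4 µM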
# Calpain2 inh = calpain II (pig) inhibition; inhibition, % at 16 µM; purified calpain II, fluorogenic peptide substrate, 30 min; 220,000 tested, 0.37% active;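 active means inhibition above about 50%, limit read from the data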
# BaF3 parental = counter-screen for JAK2V617F inhibitors: parental Ba/F3 viability inhibitors | CellTiter-Glo ATP luminescence | inhibition, % at 5.6 µM | 220,000 tested, 1.1% active | AID 1486;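 active means inhibition above a per-campaign cutoff, the mean inhibition of all tested compounds plus 3 SD, cut at about 27% in these data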;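 further: 0% = DMSO wells and 100% = JAK Inhibitor I control wells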
# Ba/F3 V617F tox = reduce viability of Ba/F3 cells dependent on JAK2V617F | Ba/F3 EpoR-JAK2V617F viability, ATP luminescence | inhibition, % at 5.6 µM | 220,000 tested, 1.1% active | AID 1446;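 active means inhibition above the campaign mean plus 3 SD over all tested compounds, cut at about 24% in these data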;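 further: cytokine-independent growth of Ba/F3 cells driven by EpoR plus mutant JAK2; 0% = DMSO-treated cells and 100% = JAK inhibitor I control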
# EP2 mod = modulators of human EP2 prostaglandin E2 receptor; P43116; AID 940; 260,000 tested, 0.83% active; induction, % at 25 µM; EP2-expressing cells, cAMP HTRF FRET, PGE2 co-stimulation;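 active means compounds whose cAMP rise, as percent of the full-agonist control response, exceeds 60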;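 further: rat C6 glioma line stably carrying human EP2 under a CMV promoter; the protocol text gives 20 µM as final concentration; 100% = response of wells given 1 µM PGE2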
# Target sequence (P43116 whole entry, looked up): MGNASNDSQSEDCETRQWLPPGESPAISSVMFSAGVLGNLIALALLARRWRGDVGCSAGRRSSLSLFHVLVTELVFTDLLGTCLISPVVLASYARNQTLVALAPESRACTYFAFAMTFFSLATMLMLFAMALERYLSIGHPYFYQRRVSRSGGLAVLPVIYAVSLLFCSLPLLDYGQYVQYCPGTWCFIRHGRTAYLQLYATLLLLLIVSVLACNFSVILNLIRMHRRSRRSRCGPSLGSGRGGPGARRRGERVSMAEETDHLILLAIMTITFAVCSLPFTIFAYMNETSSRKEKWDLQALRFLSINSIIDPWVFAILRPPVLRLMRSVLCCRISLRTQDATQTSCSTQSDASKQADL
# * marks the source's active call; other numbers are inactive results; & = joins results of further samples.
SMILES	S1P4 agonist	zfTRPN1 agonist	S1P4 antagonist	TRPML3 agonist	PERK inh	Calpain2 inh	BaF3 parental	Ba/F3 V617F tox	EP2 mod
CCOc1ccc(C(c2c(NC(=O)c3ccccc3)sc(C)c2C)N2CCN(CCO)CC2)cc1 (configuration not stated)	2.5	0.1	-10	0.2	-0.9	-21	9	3	-5
O=C(c1cccc(F)c1)N1CCN(c2ccc([N+](=O)[O-])c(N3CCCCC3)c2)CC1	-2.3	-2.7	13	-1.2	-0.6	5	10	6	-19
CCCn1c(N2CCN(Cc3cccc(C)c3)CC2)nc2c1c(=O)[nH]c(=O)n2C	0.9	-2.0	-12	-0.5	-1.0	9	7	4	19
COc1ccccc1NC(=O)Nc1cc(F)ccc1F	-0.7	-1.5	1	0.5	0.6	-13	5	0	-47
COc1ccc(/C(O)=C2/C(=O)C(=O)N(CCCC(=O)O)C2c2ccc(OC)cc2)cc1 (configuration not stated)	1.1	1.1	4	0.4	1.7	18	7	2	8
O=C(NCCc1cccc(F)c1)[C@@H]1CSC2c3ccccc3C(=O)N21 (some centres not stated)	-1.6	0.3	-12	-0.4	1.0	-12	2	0	-2
CCOC(=O)C1(Cc2cccc(F)c2)CCN(C(=O)C2CCCO2)CC1 (configuration not stated)	-0.6	-0.2	4	0.2	0.2	9	0	-2	-19
c1ccc(C2(CNc3ccccn3)CCCC2)cc1	-0.5	-0.5	1	0.0	-0.1	-6	5	2	-3
COc1cc(/C=C2\S/C(=N/S(=O)(=O)Cc3ccccc3)NC2=O)c([N+](=O)[O-])cc1OC	-1.0	0.7	-3	1.4	1.4	-48	-5	-3	0
Cn1c(=NC(=O)CSCC(=O)N2CCCC2)sc2ccccc21	1.7	0.3	-2	0.2	-1.7	-11	7	7	11
CCOC(=O)c1c(C)nn(-c2ncccc2NC(=O)CCC(=O)O)c1C	0.3	-1.2	-4	0.7	0.3	10	3	-5	7
CCCCC1(O)CC(C(F)(F)F)=NN1C(=O)COc1ccccc1 (configuration not stated)	0.6	-0.9	-23	-0.7	-0.1	0	5	2	-11
CC(C)OC(=O)c1cccc(C(=O)O)n1	-1.4	1.6	-87	0.6	1.3	0	5	-4	10
O=C(Nc1cc2c(cc1Br)OCCO2)c1ccco1	-0.5	-0.2	-6	0.1	-0.2	-13	2	0	15
O=C(Cc1sc(Nc2ccccc2)nc1-c1ccccc1)NCc1ccccc1	1.0	0.3	-13	0.5	0.4	-2	6	-4	23
COc1ccc(C(=O)Nc2ccc(F)cc2F)cc1OC	1.7	0.1	-9	0.5	-0.1	2	0	-3	0
CCCCN(c1ccccc1)S(=O)(=O)c1ccc2c(c1)CCN2C(=O)CCC(=O)O	-1.2	-1.0	-35	-0.1	0.8	-21	13	8	49
C=CCNS(=O)(=O)c1cccc(C(C)=O)c1	-0.8	-0.1	-24	0.6	0.2	-6	6	1	24
COc1ccc(-c2[nH]nc3c2C(c2ccsc2)C(C#N)=C(N)O3)cc1 (configuration not stated)	-0.4	0.2	-10	-0.1	-0.1	-10	-4	-6	-44
Cc1ccc(NC(=O)CC(=O)Nc2ccc(C)cc2)cc1	-1.6	1.3	-19	0.8	0.0	-14	-1	-3	-30
COc1ccc(-n2c(N)c(C#N)c3ccc([N+](=O)[O-])cc3c2=O)cc1	-0.6	1.0	2	0.6	0.6	-32	6	-3	7
O=C(CSCC(=O)N1CCOCC1)Nc1ccccc1	0.6	-0.6	-20	-1.5	2.6	-66	0	4	25
O=C(O)CCc1ccc(-c2ccccc2)n1NC(=O)c1sc2ccccc2c1Cl	-0.8	-0.9	-9	0.3	0.4	-26	6	1	33
O=C(Nc1ccc(Br)c2cccnc12)c1ccc(Cn2cc(Cl)cn2)o1	2.5	-0.7	1	-0.1	0.5	-20	3	1	58
CCOCCCNC(=S)N1CCC(NC(=O)C23CC4CC(CC(C4)C2)C3)CC1	0.8	-0.1	1	1.1	1.1	16	14	5	-32
CC(C)(C)c1cc(-c2nc(N)nc(N)n2)cc(C(C)(C)C)c1	0.3	-0.3	-4	0.2	0.3	-13	1	-2	31
COc1ccccc1-c1noc(-c2ccncc2)n1	-0.8	0.1	-1	-0.1	0.6	14	4	2	-8
COc1ccc(CC(NC(C)=O)C(=O)NC2CCN(C(=O)C3CC3)CC2)cc1OC (configuration not stated)	-0.2	1.1	12	0.4	0.1	-29	-2	0	6
CC(=O)Nc1ccccc1OCc1nnc(-c2ccc(Cl)cc2)o1	1.5	-0.1	0	0.1	-0.3	7	4	4	-46
COC(CNC(=O)c1ccc(N2CCc3ccccc32)c([N+](=O)[O-])c1)OC	-1.8	4.3	-12	2.5	1.2	6	4	-2	-58
COc1ccc(NC(=O)C2CCCN(S(=O)(=O)c3cccc4cccnc34)C2)cc1OC (configuration not stated)	2.5	1.0	-2	-0.6	-0.1	-10	0	-4	5
O=C(NCc1ccccn1)c1ccc2c(=O)n(CCc3ccccc3)c(=O)[nH]c2c1	0.5	0.9	-2	1.2	-0.6	-6	-1	-4	-43
CCOC(=O)c1oc2c(c1C)C(=O)CCC2	-1.0	1.8	2	0.8	1.6	0	11	-4	3
O=C(CNc1ccccc1-c1ccccc1)NCc1ccccc1	-0.5	-0.4	-18	-0.6	-0.2	-4	3	-1	30
COc1cc(CNCCc2ccc(S(N)(=O)=O)cc2)ccc1OCC(=O)NC1CCCCC1	1.7	-0.3	-18	0.4	0.9	18	2	-3	-19
O=C(c1ccc(Br)cc1)c1cc([N+](=O)[O-])ccc1N1CCCCC1	-2.0	-0.7	13	0.3	-0.3	36	79*	83*	48

# Already shown: entries from further up.
SMILES	S1P4 agonist	zfTRPN1 agonist	S1P4 antagonist	TRPML3 agonist	PERK inh	Calpain2 inh	BaF3 parental	Ba/F3 V617F tox	EP2 mod
COc1cc(CNCCc2ccc(S(N)(=O)=O)cc2)ccc1OCC(=O)NC1CCCCC1	1.7	-0.3	-18	0.4	0.9	18	2	-3	-19
O=C(c1ccc(Br)cc1)c1cc([N+](=O)[O-])ccc1N1CCCCC1	-2.0	-0.7	13	0.3	-0.3	36	79*	83*	48

# Carrying on.
SMILES	S1P4 agonist	zfTRPN1 agonist	S1P4 antagonist	TRPML3 agonist	PERK inh	Calpain2 inh	BaF3 parental	Ba/F3 V617F tox	EP2 mod
CC(C)c1ccc(NC(=S)Nc2ccc3cn[nH]c3c2)cc1	1.0	-0.9	-5	1.0	0.2	15	1	-2	-58
CCN1CCN(C(=O)c2cc3sccc3n2CC(=O)c2ccccc2)CC1	2.0	0.1	15	0.0	-2.4	8	3	3	5
C=CCn1nnnc1SCC(=O)Nc1cccc(OC)c1	3.0	1.1	-16	0.7	-0.6	-8	5	3	-23
COC(=O)Nc1ccccc1C(=O)N1CCCCC1	0.5	0.6	-11	0.2	1.7	-4	3	1	3
O=C(/C=C/c1cccc([N+](=O)[O-])c1)NCCSCc1cccc(Cl)c1	-0.6	-2.5	-21	-0.8	0.2	13	4	-2	-56
CCn1ccnc1CN(C)Cc1nc(-c2ccc(C(=O)OC)cc2)no1	2.2	0.1	-15	0.7	-1.4	28	2	1	-13
Brc1ccc(-c2ccc(/C=N/Nc3nc4ccccc4[nH]3)o2)cc1	12*	-0.6	13	-0.2	-0.5	-19	-1	-3	-24
CCOC(=O)c1c(C)n(C)c2cc(Br)c(O)c(O)c12	-0.4	-2.1	2	-1.8	1.1	-10	-3	0	-7
COc1ccc(S(=O)(=O)N2CCCc3ccccc32)cc1OC	-2.4	1.3	1	1.8	-0.5	-16	1	-1	-56
Cc1ccc(C)c(NC(=O)CSc2nnc(CCCCCNC(=O)OC(C)(C)C)o2)c1	1.6	6.9	-5	1.4	-1.4	16	6	-4	-15
Clc1ccc(-n2nnnc2-c2cnc3ccc(Cl)cc3c2-c2ccccc2)cc1	1.3	-1.9	-9	1.0	-1.0	-6	7	-8	1
Cc1ccc(-n2c(SCC3CCCCO3)nnc2-c2ccco2)cc1 (configuration not stated)	-1.7	0.5	-5	-0.3	-0.8	7	2	-4	15
O=C(CN1CCN(Cc2ccccc2)CC1)c1ccccc1	-2.0	-0.3	-20	0.6	0.1	1	-2	-3	22
COC(=O)CCNc1ccc2c(c1)OCCO2	1.4	0.2	3	-0.1	0.3	-16	4	2	5&-24
COc1cc(C)ccc1OCCCOc1ccccc1Br	-2.5	-1.3	-9	-0.1	0.7	12	5	4	42
Cc1sc2ncnc(SCc3ccco3)c2c1C	-1.6	-0.4	0	0.0	0.4	17	1	-4	64*
Cn1c(CO)cnc1SCc1c(Cl)cccc1Cl	2.5	1.6	-7	0.0	0.8	-20	0	-1	11
CC12CN(Cc3ccccc3)CC(C)(CN(Cc3ccccc3)C1)C2=NO	-0.3	1.0	1	0.4	-0.8	-26	3	0	17
O=C1COc2ccc(C(=O)COC(=O)CCSc3ccc(Cl)cc3)cc2N1	-2.1	0.1	-2	0.7	1.6	9	0	-2	-19
CCC(Sc1ncccc1C(=O)OCCN1CCCC1=O)C(=O)NCc1ccco1 (configuration not stated)	1.6	-1.1	-12	1.0	-0.4	0	1	-1	22
O=C(CS(=O)(=O)Cc1ccccc1)Nc1ccccn1	0.9	-0.6	-12	0.9	0.1	1	1	2	20
CCn1c(SC/C=C/c2ccccc2)nnc1-c1cnccn1	-0.8	1.1	-12	-0.3	-0.1	13	7	1	-11
CCOc1cc(Br)c(Br)c(C=Nc2ccc(NC(C)=O)cc2)c1O	-0.5	2.1	4	1.0	1.1	-7	3	-4	37
CCc1ccc(NC(=S)N2CCCCCCC2)cc1	0.1	-1.2	-9	0.1	-0.3	27	0	0	-19
NS(=O)(=O)c1cccc(NC(=O)CSc2ncc(C(F)(F)F)cc2Cl)c1	0.7	-2.9	-23	0.0	0.7	2	0	-4	37
CCCOc1ccc(N2CC(C(=O)Nc3ccccn3)CC2=O)cc1 (configuration not stated)	0.4	1.0	-2	0.0	0.5	-4	-1	-2	-23
COc1cc(C(=O)NCCOc2ccccc2C)c(Br)c(OC)c1OC	-1.1	-1.1	2	-0.4	0.2	0	9	4	-6
O=C(Nc1ccccn1)c1ccc(Cl)c([N+](=O)[O-])c1	2.1	-1.2	-9	0.2	0.1	-28	1	-1	4
O=C1N2CCSC2=NC1(Nc1ccccn1)C(F)(F)F (configuration not stated)	-0.2	-0.2	-6	0.2	0.9	-4	-2	0	30
CC1(C)Cc2ccccc2-c2nnc(-c3ccco3)n21	-0.5	-0.4	-4	0.7	0.2	-7	0	-3	-18
CCOc1ccc2[nH]c3c(N4CCN(c5ccccn5)CC4)ncnc3c2c1	-0.5	-0.7	-11	-0.6	-1.4	-273	4	1	-36
O=C(CSc1ccc(-c2ccc3c(c2)OCO3)nn1)Nc1nccs1	-0.4	0.7	4	0.7	-1.2	38	1	5	-32
COc1ccc(/C=C(/NC(=O)c2cccc([N+](=O)[O-])c2)C(=O)O)cc1	0.1	0.4	-10	0.1	1.4	-34	0	-4	28
O=C(Cc1ncon1)Nc1ccc(F)c(F)c1F	0.4	-1.5	4	-0.2	3.6*	7	3	-4	3
O=C(NC(=S)Nc1cnc2ccccc2c1)c1ccccc1	2.1	1.8	21	1.1	0.5	4	0	1	-56
